N370S GC – inhibitors or activators of N370S glucocerebrosidase for Gaucher disease. N370S GC spleen homogenate, 4MU-glucoside fluorescence. AID 2101. actives 0.092% (n = 330,000). Potency, µM (top dose mostly 59.4 µM), for inactives: at the highest dose activity change, negative = inhibition, usual class: inhibitors;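 also: 0% = full enzyme activity and -100% = no enzyme basal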
GCN5L2 inh – GCN5L2 (KAT2A) acetyltransferase inhibition; Q92830; GCN5L2 HAT assay, ThioGlo1 CoA-SH fluorescence; Potency, µM (doses to about 58.9 µM), for inactives: at the highest dose activity change, negative = inhibition, actives largely listed as inhibitors; actives 0.21% (n = 390,000); AID 504327
Target sequence (Q92830 whole entry, looked up): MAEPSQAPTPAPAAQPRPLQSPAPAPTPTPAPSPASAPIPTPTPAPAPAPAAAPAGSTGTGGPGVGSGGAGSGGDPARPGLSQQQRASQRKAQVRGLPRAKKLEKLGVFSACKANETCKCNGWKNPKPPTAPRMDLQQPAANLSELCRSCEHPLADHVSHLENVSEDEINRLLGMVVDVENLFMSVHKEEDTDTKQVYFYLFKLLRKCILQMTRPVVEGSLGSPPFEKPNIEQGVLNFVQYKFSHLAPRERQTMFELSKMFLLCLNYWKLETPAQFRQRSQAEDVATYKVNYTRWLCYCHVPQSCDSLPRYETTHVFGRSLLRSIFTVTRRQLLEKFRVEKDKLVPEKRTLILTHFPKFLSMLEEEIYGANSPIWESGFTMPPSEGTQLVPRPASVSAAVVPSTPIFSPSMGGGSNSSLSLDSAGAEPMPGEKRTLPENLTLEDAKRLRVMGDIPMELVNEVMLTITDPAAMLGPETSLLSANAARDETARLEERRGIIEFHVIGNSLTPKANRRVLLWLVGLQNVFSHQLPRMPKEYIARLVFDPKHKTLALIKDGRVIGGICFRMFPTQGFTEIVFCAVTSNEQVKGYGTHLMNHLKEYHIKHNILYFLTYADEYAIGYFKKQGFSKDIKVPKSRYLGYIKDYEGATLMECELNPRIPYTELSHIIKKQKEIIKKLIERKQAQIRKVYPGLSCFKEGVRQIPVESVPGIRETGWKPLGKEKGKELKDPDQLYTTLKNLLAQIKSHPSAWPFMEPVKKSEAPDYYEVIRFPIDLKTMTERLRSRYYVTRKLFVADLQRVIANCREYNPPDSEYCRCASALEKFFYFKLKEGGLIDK
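Preincubate 20nM GCN5L2 with compound 15 min, RT → add 50uM ThioGlo1 + 75uM H3(1-25) + 70uM acetyl-CoA → read fluorescence 0 and 20 min. Primary qHTS; fluorescent artifacts likely.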
FEN1 inhibitor – inhibitors of human flap endonuclease 1 | actives 0.35% (n = 390,000) | Recombinant FEN1 flap cleavage, fluorescence, 15 min | Potency, µM (titrated, usually from 114 µM), for the others: top-dose activity change, negative = inhibition, usual class: inhibitors | P39748; also: nearly all actives have a fitted effect of over 65% in size
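Compounds are tested as a concentration series against 10 nM FEN1; after a 15 min room-temperature preincubation, 50 nM substrate starts cleavage, with plate reads at 0 and 15 min. Normalized responses are fitted by a Hill equation.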
Active calls of the source: *; ? = inconclusive; nt = no result given; & = joins results of further samples. Calls follow the shape of the dose curve; as a rule, active = well fitted curve in the direction sought with a large enough effect; inconclusive = small, poorly fitted or top-dose-only effect, or another doubt; inactive = no such curve, though single readings can be large; an effect the other way counts as inactive or inconclusive. Unless noted, % is scaled to controls: 0 for no effect and ±100 for the full control effect; potency is read from the fitted curve at half-maximal effect. Only part of the results is shown. The share of hits here may be higher or lower than overall.

SMILES	N370S GC	GCN5L2 inh	FEN1 inhibitor
CCOc1ccccc1N(CC(=O)Nc1ccc(C)cc1)S(C)(=O)=O	18%	-2%	-10%
Cc1[nH]nc(SCC(=O)N2CCCCC2)c1[N+](=O)[O-]	3%	-6%	-12%
O=Cc1ccc(OC(=O)/C=C/c2ccccc2)cc1	-1%	-12%	-1%
CC(=O)C1=C(C)N2CCN=C2S1	-20%	-15%	-10%
Cc1cc(-c2ccc(N=Nc3c(S(=O)(=O)O)cc4cc(S(=O)(=O)O)cc(N)c4c3O)c(C)c2)ccc1N=Nc1c(S(=O)(=O)O)cc2cc(S(=O)(=O)O)cc(N)c2c1O	-14%	11µM*	nt
Cc1ccc(C)c(-n2c(=O)c(C#N)cc3c(=O)n4ccccc4nc32)c1	?	-10%	14%
CNC(=O)c1ccccc1Sc1ccccc1CO	-6%	-5%	-7%
Cc1cccc(OCCCC(=O)NC(C)C)c1	4%	20%	6%
CC/C(=N\NC(=O)CNC(=O)/C=C/c1ccc(OC)cc1)c1ccccc1	-3%	-4%	-8%
CNC(=O)c1cc2cc(Br)ccc2s1	6%	-8%	-4%
COc1cc(NC(=O)C(CCSC)NS(=O)(=O)c2ccc3c(c2)oc(=O)n3C)cc(OC)c1 (stereo not given)	nt	-2%	-15%
COc1ccc(NC(=O)COC(=O)COc2cccc(Br)c2)cc1OC	8%	1%	1%
NC(=O)C[C@H]1NC(=O)[C@H](CCC(=O)O)NC(=O)c2cc([N+](=O)[O-])cc(I)c2NCCC[C@@H](C(N)=O)NC1=O	-4%	-7%	-18%
O=C(NC1CCCC1)C(c1ccccn1)N(C(=O)c1csnn1)C1CC1 (stereo not given)	6%	-2%	-2%
Cc1ccc(S(=O)(=O)N2CCCC2C(=O)NCc2ccccc2Cl)cc1 (stereo not given)	-3%	0%	-6%
O=C(/C=C/c1cccs1)NNC(=O)c1cccc([N+](=O)[O-])c1	nt	-1%	-3%
O=C(O)C1Nc2c(C(F)(F)F)ccc(Cl)c2C2C=CCC12 (stereo not given)	3%	2%	10%
CCCCOC(=O)Nc1ccc(S(=O)(=O)Nc2nc(C)cc(C)n2)cc1	-11%	-10%	13%
O=C(COC(=O)Cc1ccc(Cl)cc1)Nc1ccccc1F	-2%	-4%	11%
Cc1cc(-c2nnc(SCC(=O)c3ccc(F)cc3)o2)no1	5%	0%	2%
O=C(Nn1cnnc1)c1ccccc1-c1ccccc1	4%	-1%	3%
O=C(CSc1ncc(C(F)(F)F)cc1Cl)NCC1CCCO1 (stereo not given)	2%	20%	-6%
COC(=O)C12CCC3(SCCS3)C(C(=O)OC)(CCC13SCCS3)C2	5%	1%	4%
O=C(O)c1ccc(N2CCCCC2)cc1O	6%	-9%	18%
CC(=O)Nc1cccc(Oc2nc(C)cc(C)c2C#N)c1	20%	-9%	-15%

Entries of single compounds from above. Order of screens: N370S GC, GCN5L2 inh, FEN1 inhibitor
CNC(=O)c1cc2cc(Br)ccc2s1 in the list: 6%, -8%, -4%
Cc1ccc(C)c(-n2c(=O)c(C#N)cc3c(=O)n4ccccc4nc32)c1 in the list: ?, -10%, 14%
O=C(CSc1ncc(C(F)(F)F)cc1Cl)NCC1CCCO1 (stereo not given) in the list: 2%, 20%, -6%

The results go on.
SMILES	N370S GC	GCN5L2 inh	FEN1 inhibitor
O=c1ccc(=O)n(-c2ccccc2)[nH]1	-5%	-9%	6%
O=C(O)C1CCCN1C(=O)NC1CCCCC1 (stereo not given)	0%	-7%	24%
Cc1nn(C(=O)c2c(F)cccc2F)c(C)c1S(=O)(=O)N1CCCCCC1	nt	2%	5%
CCN1C(=O)C(CC(=O)NCc2ccc(Cl)cc2)N(CC)C1=O (stereo not given)	3%	1%	-7%
COc1ccc(-n2nc(C(=O)O)c3ccccc3c2=O)cc1	1%	-13%	-5%
CCOC(=O)N1CCN(S(=O)(=O)c2cc(-c3nn4c(C)nnc4c4ccccc34)ccc2C)CC1	9%	-5%	-13%
CC(=O)c1ccc(NC(=O)CSc2nc(Nc3ccccc3)nc(N3CCOCC3)n2)cc1	-25%	-11%	1%
CCCN=C1NC(=O)C(CC(=O)NCCc2ccc(OC)c(OC)c2)S1 (stereo not given)	-23%	0%	-4%
Cc1[nH][nH]c(=O)c1C(c1c(C)[nH][nH]c1=O)c1cn(Cc2ccc(Cl)c(Cl)c2)c2ccccc12	4%	-2%	-18%
COc1cccc(CNn2cn[nH]c2=S)c1OCc1ccccc1	-12%	0%	-16%
C=CCNCCOCCOc1ccccc1-c1ccccc1	-9%	-8%	-4%
OC(c1cccc(Cl)c1)c1nccc2ccccc12 (stereo not given)	8%	-18%	-9%
COc1ccc(NS(=O)(=O)c2cc(NC(=O)c3cnc(C)cn3)ccc2N2CCCCC2)cc1	6%	-5%	-1%
Cc1cc(C(=O)N/N=C\C(Br)=C\c2ccccc2)c(C)o1	4%	-19%	-17%
COc1ccc(N2Cc3cccc(C(=O)N4CCN(C(=O)c5ccco5)CC4)c3C2=O)cc1	-3%	?	-13%
Cc1csc2nc(CSc3ccc(Cl)cc3)cn12	-1%	-3%	3%
N#CCCn1nc(-c2ccc(Cl)cc2)cc1Nc1ccccc1NC(=O)C(F)(F)F	12%	-18%	2%
COc1nccc(C(F)(F)F)c1C(=O)NC(=O)Nc1ccccc1	-3%	-4%	-16%
CCn1c2ccccc2c2nnc(N3CCN(c4ccc(F)cc4)CC3)nc21	nt	-6%	1%
COc1cc2c(cc1OC)-c1cc(NC3CCCCCC3)nc(=O)n1CC2	-5%	0%	-10%
COCC(=O)N1CCC(Oc2ccc(C(=O)NCc3cc(C(C)C)no3)cc2)CC1	-8%	0%	13%
COc1ccc(C(=O)NCc2cn3ccsc3n2)cc1OC	-6%	0%	5%
Cc1ccc(S(=O)(=O)NCC(=O)OCC(=O)c2ccc(Br)s2)cc1	2%	-9%	-4%
Cc1c(NC(=O)C(C)OC(=O)c2ncc(Cl)c(Cl)c2Cl)c(=O)n(-c2ccccc2)n1C (stereo not given)	-23%	1%	1%
Cc1cc2ccccn2c1C(=O)c1ccc(S(=O)(=O)N(C)C)cc1	3%	-13%	5%

Looked up one by one from the list above (7):
SMILES	N370S GC	GCN5L2 inh	FEN1 inhibitor
Cc1csc2nc(CSc3ccc(Cl)cc3)cn12	-1%	-3%	3%
O=Cc1ccc(OC(=O)/C=C/c2ccccc2)cc1	-1%	-12%	-1%
CC(=O)C1=C(C)N2CCN=C2S1	-20%	-15%	-10%
CNC(=O)c1ccccc1Sc1ccccc1CO	-6%	-5%	-7%
COc1ccc(-n2nc(C(=O)O)c3ccccc3c2=O)cc1	1%	-13%	-5%
OC(c1cccc(Cl)c1)c1nccc2ccccc12 (stereo not given)	8%	-18%	-9%
COCC(=O)N1CCC(Oc2ccc(C(=O)NCc3cc(C(C)C)no3)cc2)CC1	-8%	0%	13%

Going on with the list:
SMILES	N370S GC	GCN5L2 inh	FEN1 inhibitor
COc1cc(NC(=O)N[C@@H](Cc2c[nH]c3ccccc23)C(=O)O)c(C(=O)O)cc1OC	-8%	-8%	-6%
Clc1ccccc1-c1nn2c(-c3ccccn3)nnc2s1	-5%	-4%	16%
COC(=O)c1ccccc1NC1=C/C(=N\S(=O)(=O)c2cccs2)c2ccccc2C1=O	nt	-11%	1%&-14%
COC(=O)c1ccccc1OCCCN(C)C	3%	1%	-6%
CS(=O)(=O)N1CCN(c2ccccc2[N+](=O)[O-])CC1	-9%	-2%	-10%
O=S(=O)(Cc1ccccc1)Nc1ccc(F)cc1	-2%	-1%	18%
CCC(=O)NC(Nc1sc2c(c1C(=O)OC)CCCC2)(C(F)(F)F)C(F)(F)F	9%	-3%	4%
CCCCC(=O)/C=C/n1c(=S)oc2ccccc21	-2%	-5%	-9%
O=C(COC(=O)c1ccc(F)cc1)NCC1COc2ccccc2O1 (stereo not given)	nt	-3%	7%
Cc1cc(C(C)(C)C)cc(C)c1S(=O)(=O)N1CC(=O)Nc2ccccc21	-8%	-7%	-5%
O=C(NCC1CCOCC1)c1cc(COc2ccc(F)cc2F)on1	-4%	-1%	-6%
CC1CCN(C(=O)C2CCN(C(=O)c3cc4sccc4n3Cc3ccc(F)cc3)CC2)CC1	-5%	-5%	-15%
CCN(C(=O)COC(=O)c1n[nH]c2ccccc12)c1ccccc1	nt	-5%	9%
O=C(NCC(c1cccnc1)N1CCN(c2ccccc2F)CC1)c1cccc(Cl)c1 (stereo not given)	-9%	0%	2%
COc1ccccc1CNC(=O)CCN1C(=O)c2ccccc2C1=O	7%	2%	3%
COc1ccc(NC(=O)CSc2oc(-c3ccco3)nc2S(=O)(=O)c2ccccc2)c(OC)c1	nt	-10%	10%
CCCCNc1nc2ccccc2nc1Cl	-20%	0%	-13%
C=CCNC1=C2C[C@@H](C)C[C@H](OC)[C@H](O)[C@@H](C)/C=C(\C)[C@H](OC(N)=O)[C@@H](OC)/C=C\C=C(/C)C(=O)NC(=CC1=O)C2=O	-13%	-15%&12%	nt
O=C(OCn1nnc2ccccc2c1=O)C12CC3CC(CC(O)(C3)C1)C2	8%	2%	1%
COc1ccc2c(CC(=O)OCC(=O)NC(N)=O)coc2c1	-3%	3%	-2%
Cc1ccc2c(c1)c(=O)c(C(=O)c1ccc3c(c1)OCO3)cn2Cc1cccc(F)c1	nt	-3%	-20%
COc1cc(C)nc(Oc2ccc(OCCOc3ccc(C)cc3)nn2)n1	10%	-3%	4%
Cc1ccccc1OC(=O)C1C(c2ccccc2)C(C(=O)O)C1c1ccccc1 (stereo not given)	19%	-2%	0%
COC(=O)c1cc(Br)c(=O)n(-c2nccs2)c1	-8%	-6%	-5%
O=C(CSc1nccn1-c1cccc(Cl)c1)Nc1ccc2c(c1)OCO2	nt	-3%	20%
COc1ccc(C(=O)NCC(=O)OCC(=O)c2ccc(Cl)cc2)cc1OC	4%	-1%	-8%
CCOC(=O)c1ccc(NC(=S)N2CCCC(C)C2)cc1 (stereo not given)	-27%	0%	10%
COc1ccccc1/C=C/C(=O)NCc1ccccn1	5%	-6%	18%
CCOC(=O)CC(NC(=O)C1c2ccccc2Oc2ccccc21)c1ccccc1Cl (stereo not given)	4%	4%	1%
C=CCNC(=O)CC1C(=O)NCCN1Cc1ccc(-c2ccccc2)cc1 (stereo not given)	-3%	-2%	11%

Given in CSV form: entries from further up.
mol,N370S GC,GCN5L2 inh,FEN1 inhibitor
COC(=O)c1cc(Br)c(=O)n(-c2nccs2)c1,-8%,-6%,-5%
O=C(CSc1nccn1-c1cccc(Cl)c1)Nc1ccc2c(c1)OCO2,nt,-3%,20%

Screening results: PubChem, National Center for Advancing Translational Sciences (NCATS)
